KDM5B inhibitor = blocks human KDM5B histone demethylase activity | Potency, µM (series often up to 57.7 µM), without a hit: at the highest dose activity change, negative = inhibition, most hits filed as inhibitors | hit rate 2.6% among 220,000 | KDM5B demethylase, FDH-coupled NADH fluorescence (FDH is formaldehyde dehydrogenase) | Q9UGL1; active means well fitted inhibition curve with a large enough effect; inconclusive means small, poorly fitted or top-dose-only effect; inactive means no such curve, though single readings can be large or run the other way; further: 0% is about no effect; nearly all actives have a fitted effect of over 70% in size
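Compound dilutions met 200 nM (final) KDM5BΔAP for 10 min at room temperature before substrate addition. The substrate mix held 12.5 µM H3K4me3 with cofactors 25 µM α-ketoglutarate and 50 µM Fe²⁺. NADH signal gain over 30 min defined activity.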
Starred values were filed as active, the others as inactive; i = inactive; ? = inconclusive; [ ] = remark or other dose. Potency means the concentration at half of the fitted maximal effect. Not all compounds are listed. The share of hits here may be higher or lower than overall.

SMILES | KDM5B inhibitor
O=C(Cc1cccc(F)c1)N1CCC2(CC1)NCc1ccccc1-n1ccnc12 | -6.0%
CN(C)C(=O)[C@H]1CN2CCC1C[C@@H]2Cn1cc(CCO)nn1 (stereo partly drawn) | -12.2%[86.2 µM]
Cc1ccc2scc(N3CCN(C)CC3)c(=O)c2c1 | ?
CN1CCN(c2ccc([N+](=O)[O-])c3cccnc23)CC1 | -20.6%
C=CCN(C)C[C@H]1CN2CC[C@H]1C[C@@H]2CNC(=O)NC(C)C | -14.1%[86.2 µM]
Cn1ccc2ccc(C(=O)N3CCC(C#N)(c4ccccc4)CC3)cc21 | ?
CCC(C)N1CCN(Cc2ccc(OC)c(Br)c2)CC1 (stereo not drawn) | -58.6%
Cc1ncc2c(n1)C[C@@H]1CC[C@H]2N1C(=O)C1CCC1 | -29.7%
CCN(CC)C(=O)c1ccc(NC(=S)NCCOC)cc1 | 15.3%
Cc1cc(C)cc(-n2c(/C=C/c3cccc(F)c3)nc3ccccc3c2=O)c1 | 0.6%
C=C[C@H]1CN2CC[C@H]1C[C@@H]2CNC(=O)C1CC1 | -2.8%[115 µM]
CN1CCN2C(=O)N(Cc3cccnc3)C[C@H]2C1 | -23.4%[115 µM]
COc1cc2c(cc1OCC1CCCC1)N(C(=O)C1CCC(C)CC1)CC21CCN(CC(=O)O)CC1 (stereo not drawn) | 0.9%
N[C@H](CO)Cc1ccc(O)cc1 | 9.3%
Cn1nc(-c2ccc(F)cc2)cc1[C@H]1CN2CC[C@H]1C[C@@H]2CNCc1ccccn1 | 20.7%[86.2 µM]
Cc1c(C(c2ccc(Cl)cc2Cl)c2c(O)c3ccccc3oc2=O)c(=O)n(-c2ccccc2)n1C (stereo not drawn) | -24.5%
CCN(CC)C(=O)c1ccc(NC(=O)c2cc3cc(F)ccc3[nH]2)cc1 | 2.7%
OCC[n+]1c2ccccc2nc2ccc(N3CCOCC3)cc21 | -15.3%
Cn1nc(-c2cccs2)cc1[C@H]1CN2CC[C@H]1C[C@@H]2CNC(=O)NCc1ccccc1 | 8.7%
Fc1cccc(CC2CCOC3(CCNCC3)C2)c1 (stereo not drawn) | 6.9%
Cc1nc2ccccc2c(=O)n1-c1ccncc1 | 32.2%
CCc1nc(C)c(C(=O)N2C[C@@H](c3ccc(F)cc3)[C@@H]3[C@H]2C2CCN3CC2)o1 | 26.5%
Cc1oc(-c2cccs2)nc1CC(=O)N1CCN(CC(=O)N2CCCCC2)CC1 | ?
C=C(C)C(=O)OC[N+](C)(C)CCOC(=O)C(O)(c1ccccc1)C1CCCC1 (stereo not drawn) | -3.7%
CC(=O)c1ccc(NC(=O)NC[C@H]2C[C@@H]3CCN2C[C@@H]3CN2CCN(C)CC2)cc1 | -0.2%[86.2 µM]
(further entries)
SMILES | KDM5B inhibitor
CCCCS(=O)(=O)N1C[C@@H](c2ccc3c(c2)OCO3)[C@@H]2[C@H]1C1CCN2CC1 | ?
COc1cc(C(c2c(O)c3ccccc3oc2=O)c2c(C)n(C)n(-c3ccccc3)c2=O)ccc1OCC(=O)O (stereo not drawn) | -10.6%
O=C1NCCCCCN(Cc2cccnc2)[C@H]2CCC[C@@H]12 | ?
COc1ccccc1-c1cc([C@H]2CN3CC[C@H]2C[C@@H]3CNC(=O)C2CCCCC2)n(C)n1 | -8.4%
COc1ccc(CN2C(=O)NC(=O)/C(=C/c3ccoc3)C2=O)cc1 | ?
CC(C)NC(=O)[C@H]1CN2CC[C@H]1C[C@@H]2Cn1cc(C2(O)CCCC2)nn1 | 19.2%[86.2 µM]
COc1ccc(-n2c(O)c(C(C)=NCc3ccc4c(c3)OCO4)c(=O)[nH]c2=O)cc1 | -9.3%
CCCC12CN3CCN(C1)CC(CCC)(C3)C2=O | 11.1%
C=CCSc1nc2c(c(-c3ccsc3)c1C#N)CN(C)CC2 | ?
Cc1ccc([C@@H]2CN(C(=O)c3ccco3)[C@@H]3C4CCN(CC4)[C@@H]32)cc1 | -10.3%
CCCNC1CCCC1 | 21.3%
Cc1cccc(-n2c(O)c(C=NCCN3CCCCC3)c(=O)[nH]c2=O)c1 | 26.7%
COCCC(=O)N1[C@H]2CC[C@@H]1c1cnc(C)nc1C2 | -4.9%
O=C(O)C1=NOC2CN(Cc3cncs3)CC12 (stereo not drawn) | ?
CN1Cc2ccccc2-n2ccnc2C12CCN(C(=O)c1ccc(F)cc1)CC2 | -12.7%
O=C(Cc1coc(-c2ccccc2)n1)N1CCCC1CN1CCCC1 (stereo not drawn) | -1.0%
N#CC(C#N)=Cc1cccn1-c1ccc(Br)cc1 | 25.0%
COCC1CN(C)CC12CCN(Cc1ccncc1)CC2 (stereo not drawn) | ?
C=C[C@H]1CN2CC[C@H]1C[C@@H]2CNC(=O)C(CC)CC | -16.1%[115 µM]
O=C(Nc1ccc2n(c1=O)C[C@H]1C[C@@H]2CN(C(=O)Nc2ccccc2)C1)c1ccncc1 | ?
COc1cc(C2SCC(=O)Nc3c2c(C)nn3C)ccc1OCc1ccccc1C (stereo not drawn) | ?
CC(C)(C)CC(C)(C)NCCc1ccccc1 | -11.0%
CSCC(=O)Nc1ccc(=O)n2c1[C@@H]1C[C@@H](CN(C(=O)c3ccc(F)cc3)C1)C2 | 112.3%[activator][86.2 µM]
O=C(NC1CCCCC1)[C@H]1CN2CC[C@H]1C[C@@H]2Cn1cc(C2(O)CCCC2)nn1 | 7.1%[86.2 µM]
Cc1cc(=O)oc2cc3c(cc12)CCCN3 | i

Rewritten field by field: entries from further up.
CCCNC1CCCC1
  KDM5B inhibitor: 21.3%
Cc1cccc(-n2c(O)c(C=NCCN3CCCCC3)c(=O)[nH]c2=O)c1
  KDM5B inhibitor: 26.7%
COCCC(=O)N1[C@H]2CC[C@@H]1c1cnc(C)nc1C2
  KDM5B inhibitor: -4.9%

Next part:
SMILES | KDM5B inhibitor
C=C(Cl)CN1CCN(c2cccc(C(F)(F)F)c2)CC1 | 26.4%
COc1ccc(C(=O)N2C[C@@H]3C[C@H](C2)c2ccc(NC(=O)CN(C)C)c(=O)n2C3)cc1 | ?
COc1ccc(C(=O)NC[C@H]2C[C@@H]3CCN2C[C@@H]3c2cc(-c3ccccc3)nn2C)cc1 | -13.0%[86.2 µM]
Cn1cccc1CN1CCC2(COc3ccncc3[S+](=O)([O-])N2)C1 (stereo not drawn) | ?
c1ccc(Nc2cc3c(cn2)CN(CC2CC2)CCN3)cc1 | ?
N#Cc1ccc(C(=O)N2C[C@@H]3C[C@H](C2)c2c(-c4cccs4)ccc(=O)n2C3)cc1 | 6.4%[86.2 µM]
C/C(=N\N1CCCCCC1)c1c(O)n(-c2ccc(Cl)cc2)c(=O)[nH]c1=O | 24.8%
c1ccc(C2=NOC3(CCCN(CC4CCCCC4)C3)C2)nc1 (stereo not drawn) | -11.1%[149 µM]
Cc1[nH]c2ccccc2c1C(=O)C(C)NC(C)c1ccc(F)c(F)c1 (stereo not drawn) | -16.9%
CN(C)Cc1cn(C[C@H]2CC3CCN2C[C@@H]3C(=O)NCc2ccc3c(c2)OCO3)nn1 (stereo partly drawn) | 2.9%[86.2 µM]
O=C(NC[C@H]1C[C@@H]2CCN1C[C@@H]2CN1CCCC1)c1ccccc1 | -6.0%[86.2 µM]
COc1cc2c(cc1OCC1CC1)NC(=O)C21CCN(C(=O)c2cccc(O)c2)CC1 | -13.1%[86.2 µM]
O=c1c2ccccc2nc(/C=C/c2ccc(F)cc2)n1-c1ccccc1O | 196.3%[activator]
Cc1nc(-c2ccccc2)cc([C@H]2CN3CC[C@H]2C[C@@H]3CNC(=O)C2CC2)n1 | ?
CC(NC(C)c1ccc(Cl)cc1)C(=O)c1c[nH]c2ccccc12 (stereo not drawn) | 15.0%
FC(F)(F)CN1C2CCC1CN(c1ccc(Cl)nn1)C2 | -0.1%[149 µM]
Cc1cc(NC(=O)c2cccn(Cc3cccc([N+](=O)[O-])c3)c2=O)no1 | -23.4%
C#CCN(C)C[C@H]1CN2CC[C@H]1C[C@@H]2CNS(=O)(=O)c1ccc(C)cc1 | -9.2%[86.2 µM]
Cc1cc(NC(=O)C(Cl)(Cl)Cl)no1 | 14.5%
O=C(c1cccs1)N1CC(CO)C2(CCNCC2)C1 (stereo not drawn) | -33.4%
CCN1C(=O)N(CC)C(=O)C2(Cc3ccccc3N3CCN(c4ccccc4)CC32)C1=O (stereo not drawn) | 10.7%
COC(=O)c1ccc(NC(=O)c2cccn(Cc3ccccc3C)c2=O)cc1 | -17.0%
Cc1c(-c2ccccc2)c(=O)oc2ccc(OC(=O)N(C)C)cc12 | -2.5%
CCOP(=O)(OCC)C(O)c1ccccc1 (stereo not drawn) | 1.0%
Cc1cccc(-c2nc(CN3C(=O)CN=C(c4ccccc4)c4ccccc43)c(C)o2)c1 | -29.9%

For convenience, 3 of the compounds above:
SMILES | KDM5B inhibitor
Cc1c(-c2ccccc2)c(=O)oc2ccc(OC(=O)N(C)C)cc12 | -2.5%
CCOP(=O)(OCC)C(O)c1ccccc1 (stereo not drawn) | 1.0%
Cc1cccc(-c2nc(CN3C(=O)CN=C(c4ccccc4)c4ccccc43)c(C)o2)c1 | -29.9%

(cont.)
SMILES | KDM5B inhibitor
CCNC(=O)NC[C@H]1C[C@@H]2CCN1C[C@@H]2c1cc(C2CCCCC2)nn1C | -16.1%[86.2 µM]
CCC(CC)c1cc([C@H]2CN3CC[C@H]2C[C@@H]3CNC(=O)COC)nc(-c2ccncc2)n1 | 15.9%
CCn1c(C)c(C(=O)NCc2ccccc2)c2cc(OC)ccc21 | 14.4%
CS(=O)(=O)N1C[C@H]2CCN(Cc3ccncc3F)C[C@H]21 | -13.5%
O=C(Nc1ccc(F)c(Cl)c1)N(Cc1ccc2c(c1)OCO2)C1CCN(Cc2ccccc2)CC1 | -17.8%
O=c1c2ccccc2nc(/C=C\c2cccc(Br)c2)n1-c1ccc(O)cc1 | ?
CC(C)c1ccc(NC(=O)OC[C@H]2C[C@@H]3CCN2C[C@@H]3c2cc(C3CCCC3)nc(-c3ccncc3)n2)cc1 | -22.3%
CN1CCC2(CC1)N1CC3(C)CN2CC(C)(C1)C3=O | 20.1%
COc1ccc(-c2ccc(=O)n3c2[C@@H]2C[C@@H](CN(C(=O)CSC)C2)C3)cc1 | 3.0%[86.2 µM]
CCN(CC)C[C@H]1CN2CC[C@H]1C[C@@H]2CNS(=O)(=O)c1ccccc1 | -28.9%[86.2 µM]

Among those listed so far, these contain a nitro group on carbon.
SMILES | KDM5B inhibitor
CN1CCN(c2ccc([N+](=O)[O-])c3cccnc23)CC1 | -20.6%
Cc1cc(NC(=O)c2cccn(Cc3cccc([N+](=O)[O-])c3)c2=O)no1 | -23.4%

Rewritten tab-delimited: part of the list above.
SMILES	KDM5B inhibitor
C=C(Cl)CN1CCN(c2cccc(C(F)(F)F)c2)CC1	26.4%
Cc1cc(C)cc(-n2c(/C=C/c3cccc(F)c3)nc3ccccc3c2=O)c1	0.6%
O=C(O)C1=NOC2CN(Cc3cncs3)CC12 (stereo not drawn)	?
C=C[C@H]1CN2CC[C@H]1C[C@@H]2CNC(=O)C(CC)CC	-16.1%[115 µM]
O=C(Nc1ccc2n(c1=O)C[C@H]1C[C@@H]2CN(C(=O)Nc2ccccc2)C1)c1ccncc1	?
O=c1c2ccccc2nc(/C=C\c2cccc(Br)c2)n1-c1ccc(O)cc1	?

Source: PubChem BioAssay (National Center for Advancing Translational Sciences (NCATS))
